T cruzi intra = blocks T. cruzi growth inside host cells; activity score (inhibition), % at 5.01 µM; 22,000 compounds, 4.9% hits; intracellular Trypanosoma cruzi in host cells, plate reader; in the data active = activity score above about 55%;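 also: parasites and compound incubated about four days before reading; 0% = median of neutral control wells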
INS-1E rescue = rescue of cytokine-induced death in INS-1E beta cells; protection from cytokine-induced ATP loss, % at 10 µM; AID 488910; INS-1E cytokine-induced death, ATP luminescence, 48 h; normalised: neutral wells 0, positive control 100; 20,000 compounds, 0.1% hits;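 active = mean replicate protection from cytokine-induced ATP loss at least 50% and at least 75% of replicates each reaching 50%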
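Assay system: INS-1E rat cells / Quantity: 8000 cells per well / Medium: RPMI without phenol red, 5% FBS / Probe or stimulus: three-cytokine cocktail (IFN-γ, TNF-α, IL-1β) / Dosing: one compound concentration, pin transfer / Timing: 48 h co-treatment, 10 min post-lysis read / Technique: CellTiter-Glo luminescence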
* marks the source's active call; other numbers are inactive results; · = no result given.

1	C[C@H](CO)N1C[C@H](C)[C@H](CN(C)Cc2ccc3c(c2)OCCN3C)OCc2cnnn2CCCC1=O
2	C[C@@H]1CN([C@@H](C)CO)C(=O)c2cccc(NC(=O)Nc3cccc4ccccc34)c2O[C@H]1CN(C)S(C)(=O)=O
3	C[C@@H]1CN([C@H](C)CO)C(=O)c2cc(NC(=O)NC3CCCCC3)ccc2O[C@@H]1CN(C)C
4	C[C@@H]1CN([C@H](C)CO)C(=O)c2cc(N(C)C)ccc2O[C@H]1CN(C)S(=O)(=O)c1cn(C)cn1
5	C[C@@H]1CN([C@@H](C)CO)C(=O)CCCn2nncc2CO[C@@H]1CN(C)CC1CC1
6	C[C@@H]1CCCCO[C@H](CN(C)C(=O)CCC(F)(F)F)[C@@H](C)CN([C@H](C)CO)C(=O)c2cc(NS(=O)(=O)c3cn(C)cn3)ccc2O1

Assay by compound | 1 | 2 | 3 | 4 | 5 | 6
T cruzi intra | -10 | 14 | -25 | -26 | -14 | -9
INS-1E rescue | 2 | 12 | 4 | -1 | · | 6

7	COc1ccc(-c2cnc3c(c2)C(=O)N([C@H](C)CO)C[C@H](C)[C@H](CN(C)S(C)(=O)=O)O3)cc1
8	COc1ccc(NC(=O)Nc2ccc3c(c2)C(=O)N([C@@H](C)CO)C[C@@H](C)[C@@H](CN(C)Cc2ccncc2)O3)cc1
9	CC(C)NC(=O)Nc1cccc2c1O[C@H](CN(C)Cc1ccncc1)[C@@H](C)CN([C@H](C)CO)C2=O
10	C[C@H]1CN([C@@H](C)CO)C(=O)c2cccc(NC(=O)C3CCCCC3)c2O[C@@H]1CN(C)S(=O)(=O)c1ccc(F)cc1
11	CC(C)NC(=O)N(C)C[C@@H]1Oc2ccc(NS(=O)(=O)c3ccc(Cl)cc3)cc2C(=O)N([C@@H](C)CO)C[C@H]1C
12	C[C@@H]1CN([C@H](C)CO)C(=O)c2cccc(NS(=O)(=O)c3cccs3)c2O[C@H]1CN(C)Cc1ccc(Cl)c(Cl)c1

Assay by compound | 7 | 8 | 9 | 10 | 11 | 12
T cruzi intra | 1 | -14 | -5 | 25 | 19 | -1
INS-1E rescue | · | 8 | 6 | 2 | · | 6

13	C[C@H](CO)N1C[C@H](C)[C@@H](CN(C)Cc2ccc(-c3ccccc3)cc2)Oc2ccc(NC(=O)Nc3ccc(F)cc3)cc2C1=O
14	CNC[C@@H]1Oc2ccc(NS(=O)(=O)c3ccc(Cl)cc3)cc2CC(=O)N([C@H](C)CO)C[C@H]1C
15	C[C@@H]1CN([C@H](C)CO)C(=O)c2cc(NC(=O)CCN3CCOCC3)ccc2O[C@@H]1CN(C)Cc1ccc(Oc2ccccc2)cc1
16	C[C@H]1CN([C@@H](C)CO)C(=O)c2cccc(NC(=O)Nc3ccc(F)cc3)c2O[C@H]1CN(C)CC1CCCCC1
17	COc1ccc(S(=O)(=O)N(C)C[C@@H]2Oc3ccc(NC(=O)c4ccncc4)cc3C(=O)N([C@H](C)CO)C[C@@H]2C)cc1
18	Cc1noc(C)c1NC(=O)N(C)C[C@H]1Oc2ccc(NS(=O)(=O)c3ccccc3)cc2CC(=O)N([C@H](C)CO)C[C@H]1C

Assay by compound | 13 | 14 | 15 | 16 | 17 | 18
T cruzi intra | 10 | -27 | 3 | -33 | -5 | -18
INS-1E rescue | -7 | 5 | -12 | -22 | -2 | 7

One compound at a time (already shown). Order of values: T cruzi intra | INS-1E rescue
Cc1noc(C)c1NC(=O)N(C)C[C@H]1Oc2ccc(NS(=O)(=O)c3ccccc3)cc2CC(=O)N([C@H](C)CO)C[C@H]1C across the screens: -18 | 7
C[C@@H]1CN([C@H](C)CO)C(=O)c2cc(NC(=O)CCN3CCOCC3)ccc2O[C@@H]1CN(C)Cc1ccc(Oc2ccccc2)cc1 across the screens: 3 | -12
CNC[C@@H]1Oc2ccc(NS(=O)(=O)c3ccc(Cl)cc3)cc2CC(=O)N([C@H](C)CO)C[C@H]1C across the screens: -27 | 5

(next part)
19	C[C@H]1CN([C@@H](C)CO)C(=O)c2cc(NS(=O)(=O)c3cccs3)ccc2O[C@@H]1CN(C)Cc1ccccc1
20	Cc1ccc(S(=O)(=O)Nc2ccc3c(c2)C(=O)N([C@@H](C)CO)C[C@@H](C)[C@@H](CN(C)S(=O)(=O)c2ccc(Cl)cc2)O3)cc1
21	C[C@@H]1CN([C@@H](C)CO)C(=O)Cc2cc(NS(C)(=O)=O)ccc2O[C@@H]1CN(C)S(=O)(=O)c1cn(C)cn1
22	C[C@@H]1CN([C@@H](C)CO)C(=O)c2cc(NC(=O)NC3CCCCC3)ccc2O[C@@H]1CN(C)S(=O)(=O)c1ccc(F)cc1
23	Cc1ccc(S(=O)(=O)Nc2ccc3c(c2)C(=O)N([C@H](C)CO)C[C@H](C)[C@H](CN(C)S(=O)(=O)c2cccs2)OCCCC[C@@H](C)O3)cc1
24	O=C(CCCCCC(=O)Nc1ccccc1O)N/N=C/c1ccc2c(c1)CCO2

Assay by compound | 19 | 20 | 21 | 22 | 23 | 24
T cruzi intra | 33 | 33 | -13 | 24 | 22 | 3
INS-1E rescue | · | -17 | 7 | 3 | -6 | -5

25	C[C@@H]1CN([C@@H](C)CO)C(=O)CCCn2cc(nn2)CO[C@@H]1CN(C)C(=O)Nc1ccc(C(C)(C)C)cc1
26	C[C@H](CO)N1C[C@H](C)[C@@H](CN(C)Cc2ccc(Oc3ccccc3)cc2)Oc2ccc(NS(=O)(=O)c3cn(C)cn3)cc2C1=O
27	C[C@@H]1CN([C@@H](C)CO)C(=O)Cc2cc(NC(=O)Nc3ccccc3)ccc2O[C@@H]1CN(C)S(=O)(=O)c1ccc(Cl)cc1
28	C[C@@H]1CN([C@H](C)CO)C(=O)c2cc(NC(=O)NC3CCCCC3)ccc2O[C@H]1CN(C)S(=O)(=O)c1ccc(F)cc1
29	C[C@H](CO)N1C[C@H](C)[C@@H](CN(C)Cc2ccc3c(c2)OCO3)Oc2c(NC(=O)Nc3ccc(C(F)(F)F)cc3)cccc2C1=O
30	C[C@H](CO)N1C[C@H](C)[C@H](CN(C)Cc2ccncc2)Oc2ccc(NC(=O)Cc3ccccc3)cc2C1=O

Assay by compound | 25 | 26 | 27 | 28 | 29 | 30
T cruzi intra | 3 | -16 | -1 | 12 | 83* | -8
INS-1E rescue | · | -2 | 1 | 1 | -36 | -8

31	C[C@@H]1CN([C@@H](C)CO)C(=O)c2cccc(NC(=O)C3CC3)c2O[C@H]1CN(C)CC1CC1
32	COc1ccc(S(=O)(=O)Nc2ccc3c(c2)C(=O)N([C@@H](C)CO)C[C@@H](C)[C@H](CN(C)S(=O)(=O)c2ccc(F)cc2)O3)cc1
33	C[C@H]1CN([C@@H](C)CO)C(=O)Cc2cc(NS(=O)(=O)c3ccc(F)cc3)ccc2O[C@H]1CN(C)C(=O)Nc1cccc2ccccc12
34	CCOC(=O)N(C)C[C@@H]1OCc2cnnn2CCCC(=O)N([C@@H](C)CO)C[C@@H]1C
35	C[C@H](CO)N1C[C@H](C)[C@H](CN(C)Cc2ccc3c(c2)OCO3)Oc2c(NC(=O)Nc3ccccc3)cccc2C1=O
36	Cc1ccc(S(=O)(=O)N(C)C[C@@H]2Oc3ccc(NC(=O)Nc4ccc(F)cc4)cc3CC(=O)N([C@@H](C)CO)C[C@@H]2C)cc1

Assay by compound | 31 | 32 | 33 | 34 | 35 | 36
T cruzi intra | 9 | 4 | -3 | -21 | -14 | 13
INS-1E rescue | 9 | -1 | -3 | · | -20 | 0

37	C[C@H](CO)N1C[C@H](C)[C@@H](CN(C)C(=O)Nc2ccc(F)cc2)Oc2c(NC(=O)C3CCCCC3)cccc2C1=O
38	C[C@H](CO)N1C[C@H](C)[C@@H](CN(C)Cc2ccc(Cl)c(Cl)c2)Oc2c(NC(=O)Nc3ccc(C(F)(F)F)cc3)cccc2C1=O
39	C[C@@H]1CN([C@H](C)CO)C(=O)Cc2cc(NC(=O)Nc3ccc(F)cc3)ccc2O[C@@H]1CN(C)C(=O)Nc1ccc2c(c1)OCO2
40	C[C@@H]1CN([C@H](C)CO)C(=O)c2cc(NC(=O)Nc3ccc(F)cc3)ccc2O[C@H]1CN(C)C
41	C[C@@H]1CN([C@H](C)CO)C(=O)CCCn2nncc2CO[C@H]1CN(C)C(=O)Nc1ccccc1C(F)(F)F
42	C[C@@H]1CN([C@@H](C)CO)C(=O)c2cccc(NS(=O)(=O)c3ccc(F)cc3)c2O[C@@H]1CN(C)Cc1ccc(C(=O)Nc2ccccc2N)cc1

Assay by compound | 37 | 38 | 39 | 40 | 41 | 42
T cruzi intra | -9 | 82* | -18 | -57 | -1 | 52
INS-1E rescue | 6 | -40 | 1 | -3 | · | 26

Some of the entries above, reformatted:
#	smiles	T cruzi intra	INS-1E rescue
32	COc1ccc(S(=O)(=O)Nc2ccc3c(c2)C(=O)N([C@@H](C)CO)C[C@@H](C)[C@H](CN(C)S(=O)(=O)c2ccc(F)cc2)O3)cc1	4	-1
31	C[C@@H]1CN([C@@H](C)CO)C(=O)c2cccc(NC(=O)C3CC3)c2O[C@H]1CN(C)CC1CC1	9	9
3	C[C@@H]1CN([C@H](C)CO)C(=O)c2cc(NC(=O)NC3CCCCC3)ccc2O[C@@H]1CN(C)C	-25	4
30	C[C@H](CO)N1C[C@H](C)[C@H](CN(C)Cc2ccncc2)Oc2ccc(NC(=O)Cc3ccccc3)cc2C1=O	-8	-8
35	C[C@H](CO)N1C[C@H](C)[C@H](CN(C)Cc2ccc3c(c2)OCO3)Oc2c(NC(=O)Nc3ccccc3)cccc2C1=O	-14	-20

The results go on.
43	C[C@H]1CN([C@@H](C)CO)C(=O)Cc2cc(NS(=O)(=O)c3ccccc3)ccc2O[C@H]1CN(C)C(=O)Nc1ccccc1
44	C[C@@H]1CN([C@@H](C)CO)C(=O)c2cccc(NS(=O)(=O)c3cccs3)c2O[C@H]1CN(C)Cc1ccc(C(=O)O)cc1
45	COc1ccc(C#Cc2cnc3c(c2)C(=O)N([C@H](C)CO)C[C@H](C)[C@H](CN(C)Cc2ccncc2)O3)cc1OC
46	COc1ccc(S(=O)(=O)Nc2ccc3c(c2)C(=O)N([C@H](C)CO)C[C@H](C)[C@H](CN(C)S(=O)(=O)c2c(C)noc2C)OCCCC[C@@H](C)O3)cc1
47	COc1ccc(NC(=O)N(C)C[C@@H]2Oc3c(NS(=O)(=O)c4ccc(OC)cc4)cccc3C(=O)N([C@H](C)CO)C[C@H]2C)cc1
48	Cc1noc(C)c1NC(=O)N(C)C[C@@H]1Oc2ccc(NS(=O)(=O)c3cccs3)cc2C(=O)N([C@@H](C)CO)C[C@@H]1C

Assay by compound | 43 | 44 | 45 | 46 | 47 | 48
T cruzi intra | -7 | 43 | 22 | 5 | -20 | -13
INS-1E rescue | 8 | 8 | · | 6 | 2 | 3

49	C[C@@H]1CN([C@@H](C)CO)C(=O)c2cccc(NC(=O)Nc3ccc(F)cc3)c2O[C@@H]1CN(C)C
50	C[C@@H]1CN([C@H](C)CO)C(=O)c2cc(NC(=O)C3CCCCC3)ccc2O[C@H]1CN(C)S(=O)(=O)c1ccc(Cl)cc1
51	COc1ccc(CN(C)C[C@H]2Oc3c(NC(=O)NC(C)C)cccc3C(=O)N([C@@H](C)CO)C[C@H]2C)cc1
52	C[C@H](CO)N1C[C@H](C)[C@H](CN(C)C(=O)Nc2ccc(C(F)(F)F)cc2)Oc2ccc(NC(=O)Nc3ccccc3)cc2C1=O
53	C[C@H](CO)N1C[C@H](C)[C@@H](CN(C)C(=O)Nc2ccc(F)cc2)OCc2cnnn2CCCC1=O
54	C[C@H]1CN([C@@H](C)CO)C(=O)Cc2cc(NS(C)(=O)=O)ccc2O[C@@H]1CN(C)CC1CCCCC1
55	COc1ccc(NC(=O)Nc2cccc3c2O[C@@H](CN(C)Cc2ccc(C(=O)Nc4ccccc4N)cc2)[C@H](C)CN([C@@H](C)CO)C3=O)cc1
56	COc1cccc(S(=O)(=O)N(C)C[C@@H]2OCc3cn(nn3)CCCC(=O)N([C@@H](C)CO)C[C@@H]2C)c1

Assay by compound | 49 | 50 | 51 | 52 | 53 | 54 | 55 | 56
T cruzi intra | -66 | 4 | -27 | 0 | -6 | 12 | 77* | -14
INS-1E rescue | -2 | · | 2 | -16 | · | 1 | -2 | ·
